EBV gp42 inh: inhibitors of Epstein-Barr virus glycoprotein 42; Q1HVG2; Fluorescence polarization binding assay, mP read-out; inhibition, % (tested at 21.74 µM); actives 0.42% (n = 220,000); AID 1085; in the data active means inhibition above about 50%
Target sequence (Q1HVG2 whole entry, looked up): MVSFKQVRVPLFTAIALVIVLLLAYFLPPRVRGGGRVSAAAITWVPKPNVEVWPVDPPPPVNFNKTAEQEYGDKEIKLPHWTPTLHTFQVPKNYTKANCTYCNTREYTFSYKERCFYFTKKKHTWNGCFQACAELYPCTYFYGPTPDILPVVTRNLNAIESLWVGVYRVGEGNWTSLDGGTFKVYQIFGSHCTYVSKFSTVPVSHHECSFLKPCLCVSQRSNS
Runt-SMMHC FRET: inhibitors of human RUNX1 Runt domain binding to CBFb-SMMHC | Q01196+Q13951 | Cerulean-Runt/Venus-CBFb-SMMHC FRET ratio 530/480, 1 h | inhibition, % at 20 µM | actives 0.74% (n = 220,000) | AID 1434;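 active means mean inhibition across duplicate retests at 20 µM reaching about 50%, limit read from the data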;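 further: 0% = DMSO wells and 100% = wells with excess untagged CBFb-SMMHC; inhibitors lower the FRET ratio by blocking Runt binding to CBFb-SMMHC; some results filed as inactive read as strong as hits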
Tb hexokinase: blocks Trypanosoma brucei hexokinase 1 activity. recombinant TbHK1, G6PDH-coupled NADH A340. inhibition, % at 10 µM. actives 0.11% (n = 220,000);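 active means inhibition of 50% or more in the single-dose primary screen; inactive means inhibition below 50%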
p47phox inh: inhibitors of human p47phox binding; p47phox/p22phox peptide binding, fluorescence polarization, 2 h; actives 0.53% (n = 220,000); inhibition, % at 24.7 µM; AID 1274; P14598;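 active means inhibition above about 30%, limit read from the data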;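 further: 0% = p47phox with labelled peptide and 100% = labelled peptide alone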
MDM2 E3 inh: Mdm2 E3 ligase (human) inhibition; Q00987; cell-based MDM2 ubiquitination luciferase reporter, 2 h; 0 = plate control, 100 = twice control, blank-subtracted; signal enhancement, % at 5 µM; actives 0.11% (n = 210,000); AID 1230;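 active means signal enhancement of 30% or more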;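 further: luminescence tracks abundance of the self-degrading MDM2-luciferase fusion protein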
Target sequence (Q00987 whole entry, looked up, the tested form may be a part): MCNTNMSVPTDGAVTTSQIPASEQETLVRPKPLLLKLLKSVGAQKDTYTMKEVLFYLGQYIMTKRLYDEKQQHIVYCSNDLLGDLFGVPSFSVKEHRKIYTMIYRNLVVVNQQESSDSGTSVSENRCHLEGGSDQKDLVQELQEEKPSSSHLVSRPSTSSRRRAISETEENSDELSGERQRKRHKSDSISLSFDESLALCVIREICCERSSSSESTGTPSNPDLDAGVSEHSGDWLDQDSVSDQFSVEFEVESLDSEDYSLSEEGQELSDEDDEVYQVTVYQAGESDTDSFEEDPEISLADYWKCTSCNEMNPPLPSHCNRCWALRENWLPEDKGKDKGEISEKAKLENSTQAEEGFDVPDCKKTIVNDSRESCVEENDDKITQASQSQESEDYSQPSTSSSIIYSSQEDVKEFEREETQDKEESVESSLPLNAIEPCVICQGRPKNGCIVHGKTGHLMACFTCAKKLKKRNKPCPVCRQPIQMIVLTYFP
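system = mammalian cells stably expressing self-ubiquitinating, self-degrading MDM2 E3–luciferase fusion | quantity = 2000 cells per well seeded | incubation = 4 h cell settling then 2 h compound exposure, 37 °C | signal = SteadyLite luminescence, 15 min reagent step | benchmarks = plate control and blank wells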
Runt-CBFb FRET: Runt domain-CBFb interaction inhibition; Cerulean-Runt/Venus-CBFb FRET ratio 530/480, 1 h; inhibition, % at 20 µM; actives 0.46% (n = 220,000); AID 1496;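 active means inhibition over about 50% at 20 µM in the single-dose screen, limit read from the data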;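 further: 0% = DMSO wells and 100% = excess unlabeled CBFb competitor control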
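Measured by: fluorescence energy transfer, 422 nm excitation, 530/480 nm emission; test system: Cerulean-tagged RUNX1 Runt domain (FRET donor) fusion protein; buffer or medium: Tris pH 7.5 buffer with BSA; compound: one dose, 20 µM compound, 1% DMSO; times: two 1 h room-temperature incubations shielded from light; benchmarks: unlabeled CBFb 5 µM, positive control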
Hck-Nef inh: inhibitors of human Hck kinase activated by Nef. P08631. Recombinant Hck-YEEI plus Nef, Z-Lyte FRET kinase assay. inhibition, % at 20 µM. actives 0.68% (n = 220,000);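 active means Hck-Nef kinase inhibition above about 50%, limit read from the data; inactive means inhibition below that limit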;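 further: 0% = DMSO with Hck plus Nef and 100% = Hck alone without Nef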
zVAD death inh: L929 zVAD cell death inhibition; L929 zVAD necroptosis rescue, ATP luminescence, 24 h; with zVAD 60 µM; viability rescue, % at 10 µM; actives 0.38% (n = 220,000); AID 1377;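 active means activation, scaled between plate controls, above about 75%, limit read from the data; inactive means activation under that limit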;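 further: 0% = zVAD with DMSO and 100% = DMSO alone without zVAD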
14-3-3 Bad PPI: disrupts binding of bovine 14-3-3 zeta to phospho-Bad peptide; P63103; TR-FRET 14-3-3zeta/Dy647-pBad peptide displacement, 1 h; inhibition, % at 21.7 µM; actives 0.71% (n = 220,000); AID 781;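 active means inhibition above about 70%, limit read from the data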;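 further: 0% = full 14-3-3 plus peptide FRET controls and 100% = background without 14-3-3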
Target sequence (P63103 whole entry, looked up): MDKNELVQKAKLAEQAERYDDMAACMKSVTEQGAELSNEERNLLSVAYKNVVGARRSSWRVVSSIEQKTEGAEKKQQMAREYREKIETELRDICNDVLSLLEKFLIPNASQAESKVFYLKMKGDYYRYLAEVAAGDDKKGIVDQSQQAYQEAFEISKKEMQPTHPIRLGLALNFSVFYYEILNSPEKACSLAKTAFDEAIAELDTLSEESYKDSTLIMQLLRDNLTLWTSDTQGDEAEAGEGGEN
* hit, by the source's call; x = no result given; [ ] = another dose, or the depositor's remark. No enrichment for hits (roughly 3.2% active in at least one column).

molecule,EBV gp42 inh,Runt-SMMHC FRET,Tb hexokinase,p47phox inh,MDM2 E3 inh,Runt-CBFb FRET,Hck-Nef inh,zVAD death inh,14-3-3 Bad PPI
O=C(O)c1ccc(COc2ccc(/C=N/NC(=O)c3cccs3)cc2)cc1,-73,3,-35,3,-1,-1,1,0.1,9[fluorescence artefact?]
O=C(O)/C=C/c1cccc2c1OCCO2,-13,4,-7,2,-10,2,2,0.2,1
Cc1ccc2c(c1)C1OCCC1C1N2C(=O)C2C(C(=O)O)C3C=CC21O3 (centres undefined),-1,-7,4,-2,-8,1,0,-0.2,10
COC(=O)C1CCN(C(=O)N2CCOCC2)CC1,-2,-2,-8,-10,-10,0,-1,0.8,-1
O=C(CSc1nnnn1C1CCCC1)Nc1ccc2c(c1)OCCO2,-10,5,-2,-6,-14,1,-1,1.8,-2
Cc1ccc(N(CC(N)=O)C2SC(=O)N(Cc3cccc(C(=O)O)c3)C2=O)cc1 (centres undefined),-13,-6,-1,-6,-7,2,-1,-0.2,17
O=C(COC(=O)c1ccccc1Nc1ccccc1)NCc1ccccc1Cl,-1,3,0,-28,-10,3,6,-0.9,6
COC(=O)c1cc(OC)c(OC)cc1NC(=O)c1ccccc1C,-10,4,-7,4,-10,-1,1,1.8,49
Cc1ccc(C)c(CSc2nnc(-c3cccnc3)o2)c1,-21,3,-3,-3,-24,-4,-3,-0.6,-7
Cc1cc(C)n2cc(CSc3ccccn3)nc2n1,-1,0,-1,-1,-12,2,8,0.6,7
CCOC(=O)C1CCN(c2c(N(C)Cc3ccco3)c(=O)c2=O)CC1,-11,3,-13,-5,-4,1,31,-0.2,5
CCOC(=O)C1CCN(CC(=O)NC(=O)NC2CCCCC2)CC1,-4,3,-2,-5,-5,0,25,4.1,-10
CC1(C)CC(NNCCC#N)=CC(=[N+]2CCCC2)C1,-34,2,-7,-15,-11,3,-7,-1.0,13
O=C(COC(=O)CNC(=O)C1CCCCC1)Nc1ccc(Cl)cn1,12,x,5,-8,-21,x,2,-0.1,-8
CCOC(=O)N1CCN(C(=O)C2CCN(C(=O)c3cc(OC)cc(OC)c3)CC2)CC1,-2,-2,0,0,-5,0,-3,0.2,8[fluorescence artefact?]
Cc1cccc(C)c1NC(=O)C1(N(Cc2ccco2)C(=O)c2ccccn2)CCCC1,-12,-1,0,-15,-34,1,14,-0.2,11
CCOC(=O)C(=O)Nc1ccccc1C(=O)NC(C)C,11,-2,-5,-6,-15,2,-1,-0.1,0
CC1=C(C(=O)N(C)C)C(c2ccc(C)s2)NC(=S)N1 (centres undefined),-11,1,18,3,-29,1,23,7.0,8
CCOC(=O)N1CCC(NC(=O)CCS(=O)(=O)c2ccc3c(c2)CCN3C(C)=O)CC1,-3,0,0,-9,-8,2,1,3.2,11[fluorescence artefact?]
CCCCn1c(-c2cccnc2)n[nH]c1=S,-5,6,1,-10,-17,7,-3,0.8,-2
O=C(/C=C/c1ccc(O)c(O)c1)O[C@H](Cc1ccc(O)c(O)c1)C(=O)O,-6,21,48,-29,13,42,52*,0.4,61
O=C(Cc1c[nH]c2ccccc12)NCc1ccco1,-5,1,0,-5,-19,1,26,9.5,-15
CCOC(=O)c1cc(-c2ccc(OC)cc2)nn1-c1ccccc1C(=O)O,15,-4,-3,-8,-10,-1,12,1.2,2
C/C(=N\NC(=O)c1c[nH]c2ccccc12)c1ccccn1,-19,5,-3,-11,-44,0,4,68,-18
Cn1c(=O)[nH]c(=O)c2c1nc(NCCCn1ccnc1)n2CCOc1ccccc1,-18,1,-1,-2,-8,-2,1,-0.2,0[fluorescence artefact?]

Other entries.
molecule,EBV gp42 inh,Runt-SMMHC FRET,Tb hexokinase,p47phox inh,MDM2 E3 inh,Runt-CBFb FRET,Hck-Nef inh,zVAD death inh,14-3-3 Bad PPI
COc1cccc(C(=O)Oc2c(CN3CCOCC3)cc(Cl)c3cccnc23)c1,-11,2,0,2,-15,-1,-8,15,3
CC1=CC(C)(C)N2C(=O)C3(SCC(=O)N3c3ccc(O)cc3)c3cc(C)cc1c32 (centres undefined),-1,2,-6,-8,12,0,3,0.8,-2
Cc1nn(CC(O)Cn2cnc3c2c(=O)n(C)c(=O)n3C)c(C)c1Br (centres undefined),6,1,4,-10,-7,-2,4,-0.3,-6
COc1ccc(C)cc1NC(=O)c1cc2ccccc2o1,2,1,3,-22,-10,-1,1,8.1,-5
CCN(CC(=O)Nc1c(C(=O)OC)[nH]c2ccc(C)cc12)c1ccc2c(c1)OCO2,-9,-4,2,-7,13,1,0,0.4,0[fluorescence artefact?]
COc1cc(OC)cc(C(=O)Nc2ncc3c(n2)CC(C)CC3=O)c1 (centres undefined),x,2,0,x,x,-1,-1,1.3,x
c1csc(-c2nn3c(Cn4cnc5ccccc54)nnc3s2)c1,-14,12,-3,7,16,39,7,1.1,7
COc1ccc2c(c1)OC(c1ccccc1)(C(F)(F)F)NC2=O (centres undefined),2,2,3,-3,-6,2,1,6.5,2[fluorescence artefact?]
O=C(CN1CCOCC1)n1c2ccccc2c2ccccc21,-6,4,1,-11,-12,1,1,0.8,75*
S=c1[nH]nc(-c2cc(-c3ccccc3)n[nH]2)n1/N=C/c1c(Cl)cccc1Cl,20,11,-7,9,-10,13,72*,2.8,66
COC(=O)CSc1nnc(CNC(=O)c2ccc(S(=O)(=O)N(C)C)cc2)n1C,-5,3,1,-11,1,2,5,1.2,-13
C[C@H]1CC[C@H]2C(=O)N3[C@H](c4cccc(N5CCCC5=O)c4)[C@@H](C)CC[C@H]3C(=O)N2[C@@H]1c1cccc(N2CCCC2=O)c1,-22,-1,7,2,x,-4,0,-1.2,-8
COc1ccc(-c2cn3c4c(sc3n2)CCCC4)cc1,8,0,-4,3,-21,2,-2,-0.6,-3
COc1ccc(C(=O)COC(=O)C2CCN(S(=O)(=O)c3cccc4cccnc34)CC2)cc1,0,-1,24,-13,-8,2,5,1.7,-15
Nc1cc(Oc2cccnc2)cc([N+](=O)[O-])c1,3,6,-13,4,-11,1,-4,0.6,89*
CN(C)C(=O)c1cn(-c2ccccc2)c(=O)c2ccccc12,-14,2,-7,-16,-2,x,1,0.7,32
O=C(NCCC(c1ccccc1)c1ccccc1)c1cnc2sccn2c1=O,-2,-1,4,-6,-11,-8,12,-0.4,6
O=C(NNC(=O)c1cccc(Br)c1)Nc1ccc(Cl)cc1,2,2,-3,-39,3,1,13,0.1,5
CCOC(=O)c1cc(-c2csc(-c3ccc(C(F)(F)F)cc3)n2)on1,-12,-4,-10,1,-5,-9,7,0.6,-4
CCN1CCN(C(=S)c2ccc(OC)cc2)CC1,-1,33,-6,-1,6,47,17,0.3,-1
Cc1csc(NC(=O)c2ccc(S(=O)(=O)N(C)c3ccccc3)cc2)n1,-44,4,-13,-39,x,1,1,0.8,3[fluorescence artefact?]
CN(C)CCCN1C(=O)c2cccc3c(Br)ccc(c23)C1=O,77*,-37,-23,9,-8,6,10,57,-10
O=C(Nc1cc([N+](=O)[O-])ccc1F)C1CC1,-3,-1,-8,-2,-3,0,0,0.3,6
O=C(Nc1ccc(O)c(-c2nc3ccccc3o2)c1)C1(c2ccc(Cl)cc2)CCCC1,-8,2,-12,-12,-3,4,0,0.8,3
NCCNc1cc(N2CCCC2)ccc1[N+](=O)[O-],-6,-5,4,2,0,-1,15,0.9,-14

Remaining list, next part
molecule,EBV gp42 inh,Runt-SMMHC FRET,Tb hexokinase,p47phox inh,MDM2 E3 inh,Runt-CBFb FRET,Hck-Nef inh,zVAD death inh,14-3-3 Bad PPI
COc1ccc(/C=C/C(=O)N2CCC(C(N)=O)CC2)cc1S(=O)(=O)N1CCOCC1,-3,-2,-2,-6,-2,1,23,1.1,9
CC(C)c1ccc(NC(=O)c2cc3c(=O)n(C)c4ccccc4c3n2C)cc1,-13,-12,-30,-13,-3,-10,28,11,-1
O=C(CCC(=O)N1CCN(c2ccc(O)cc2)CC1)c1cccs1,0,0,-6,-12,-17,49,-5,-0.8,-7
O=C1c2ccccc2C(Nc2ccc3c(c2)OCCO3)N1c1ccc(Cl)cn1 (centres undefined),5,1,-6,6,-18,5,0,-0.1,-12
Cc1ccc(-c2cc(=O)[nH][nH]2)c(C)c1,-13,5,2,-5,-1,0,-3,2.4,-12
Cc1csc(C(C#N)C(=O)c2ccc(S(=O)(=O)N3CCCC3)cc2)n1 (centres undefined),-24,4,-32,-43,7,1,1,0.7,-13
CN(C)/C=C/c1c([N+](=O)[O-])c2ccc(O)cc2n1-c1ccccc1,-12,4,-11,8,-16,7,104*,1.2,-7
COc1ccc(C(=O)Nc2cccc(C(=O)NCc3ccco3)c2)cc1,8,1,9,-8,-8,-2,18,1.7,-8
CC1CCCCN1Cc1c(O)ccc2c(=O)c(-c3nc4ccccc4s3)c(N)oc12 (centres undefined),-4,-2,-54,-38,-1,-1,8,64,-4
Cc1nc(NC(=O)c2ccccc2)nc2cc3c(cc12)OCO3,-8,3,-24,-20,-8,3,0,1.2,-2[fluorescence artefact?]

Among those listed so far, 2 have a cyano group.
molecule,EBV gp42 inh,Runt-SMMHC FRET,Tb hexokinase,p47phox inh,MDM2 E3 inh,Runt-CBFb FRET,Hck-Nef inh,zVAD death inh,14-3-3 Bad PPI
CC1(C)CC(NNCCC#N)=CC(=[N+]2CCCC2)C1,-34,2,-7,-15,-11,3,-7,-1.0,13
Cc1csc(C(C#N)C(=O)c2ccc(S(=O)(=O)N3CCCC3)cc2)n1 (centres undefined),-24,4,-32,-43,7,1,1,0.7,-13

Screening data: PubChem BioAssay, several laboratories
